# High-throughput results deposited in PubChem by National Center for Advancing Translational Sciences (NCATS).
# Pol beta inh – inhibitors of human DNA polymerase beta; P06746; Pol beta primer extension/strand displacement, fluorescence kinetic; Potency, µM (titrated, usually from 114 µM), inactives show top-dose activity change, negative = inhibition, hits mostly inhibitors; 340,000 tested, 1.3% active; AID 485314; further: on the % scale 0 is the no-effect control and ±100 the full control effect
#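 Curves were derived by four-parameter Hill fits of normalized qHTS data. The kinetic fluorescent primer-extension read was taken at 0 and 10 min after 50 nM substrate, following a 15 min room-temperature preincubation of 10 nM enzyme with compounds.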
# Apoferritin bind – binds horse apoferritin like a general anesthetic; P02791; apoferritin/1-aminoanthracene competitive binding, fluorescence; Potency, µM (highest dose often 77.5 µM), for inactives: at the top dose activity change, negative = displacement, usual class: inhibitors; 350,000 tested, 0.074% active; further: on the % scale 0 is the no-effect control and ±100 the full control effect; nearly all actives have a fitted effect of over 20% in size
#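 Apoferritin-based anesthetic binding model; compound displacement of fluorescent 1-AMA measured as endpoint fluorescence after 10 minutes at room temperature, scaled to free-ligand and complex controls.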
# G9a inh – G9a (human) methyltransferase inhibition. Q96KQ7. G9a H3K9 monomethylation, AlphaScreen, 2 h. Potency, µM (highest dose often 102 µM), for the others: top-dose activity, negative = inhibition, actives largely listed as inhibitors. 350,000 tested, 8.8% active; further: on the % scale 0 is the no-effect control and ±100 the full control effect; nearly all actives have a fitted effect of over 75% in size
#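 Using a bead-based AlphaScreen, monomethylated H3K9 product from 2 h room-temperature reactions (G9a 20 nM, peptide 500 nM, SAM 20 uM) was detected with 0.5 ug/mL rabbit anti-H3K9me1 antibody.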
# POLK inh – blocks human DNA polymerase kappa activity | AID 588579 | purified Pol kappa, fluorescent DNA synthesis assay, 10 min | 400,000 tested, 0.53% active | Potency, µM (doses to about 107 µM), inactives show at the top dose activity, negative = inhibition, usual class: inhibitors; further: on the % scale 0 is the no-effect control and ±100 the full control effect
#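 Kinetic fluorescence readout at 0 and 10 min followed reaction start with substrate at 50 nM final. Beforehand, enzyme (10 nM Pol kappa) stood 15 min with compound at room temperature; buffer-only wells were negative controls.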
# Pol iota inh – blocks human DNA polymerase iota activity; Q9UNA4; Pol iota fluorescent replication assay, 10 min; Potency, µM (doses to about 115 µM), inactives show at the top dose activity, negative = inhibition, usual class: inhibitors; 390,000 tested, 1% active; AID 588590
#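 Pol iota at 10 nM preincubated 15 min with compounds at room temperature; reaction started with fluorescent substrate, 50 nM final. Fluorescence read kinetically at 0 and 10 min; buffer-only wells as negative control.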
# POLH inh – DNA polymerase eta (human) inhibition; recombinant Pol eta, fluorescent DNA replication assay; Potency, µM (top dose mostly 114 µM), for inactives: top-dose activity change, negative = inhibition, usual class: inhibitors; 390,000 tested, 1.2% active; AID 588591; further: on the % scale 0 is the no-effect control and ±100 the full control effect
#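 Pol eta (10 nM) was preincubated with compounds for 15 min at room temperature, after which fluorescent replication substrate (50 nM final) was added to start the reaction. Fluorescence was read kinetically at 0 and 10 min.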
# APE1 inh – blocks human APE1 abasic DNA cleavage | P27695 | recombinant APE1, TAMRA/BHQ-2 abasic DNA cleavage fluorescence | Potency, µM (titrated, usually from 65.8 µM), inactives show at the highest dose activity change, negative = inhibition, actives largely listed as inhibitors | 350,000 tested, 0.35% active;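 further: plate controls were vehicle for no effect and reference inhibitor for full effect; nearly all actives have a fitted effect of over 55% in size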
#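 Readout is kinetic fluorescence (ex 525, em 598 nm) from cleavage of 50 nM TAMRA/BHQ-2 THF abasic duplex by 0.75 nM APE1, compound added 15 min beforehand at RT.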
# BAZ2B block – blocks human BAZ2B. AlphaScreen BAZ2B-H3K14Ac peptide displacement. Potency, µM (series often up to 114 µM), for inactives: at the highest dose activity change, negative = inhibition, actives largely listed as inhibitors. 360,000 tested, 4.4% active; further: on the % scale 0 is the no-effect control and ±100 the full control effect; nearly all actives have a fitted effect of over 60% in size
#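 AlphaScreen luminescence quantifies BAZ2B engagement of H3K14Ac peptide; the protein and biotinylated peptide are both at 50 nM final, buffer PBS pH 7.4 with 0.01% Tween-20, all steps at room temperature.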
# BLM helicase inh – blocks DNA unwinding by human BLM helicase; recombinant BLM DNA unwinding, fluorescence dequenching; P54132; 350,000 tested, 0.2% active; Potency, µM (doses to about 56.1 µM), without a hit: at the top dose activity change, negative = inhibition, most hits filed as inhibitors; AID 2528;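 further: plate controls were vehicle for no effect and no enzyme for full effect; nearly all actives have a fitted effect of over 35% in size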
# Target sequence (P54132 whole entry, looked up): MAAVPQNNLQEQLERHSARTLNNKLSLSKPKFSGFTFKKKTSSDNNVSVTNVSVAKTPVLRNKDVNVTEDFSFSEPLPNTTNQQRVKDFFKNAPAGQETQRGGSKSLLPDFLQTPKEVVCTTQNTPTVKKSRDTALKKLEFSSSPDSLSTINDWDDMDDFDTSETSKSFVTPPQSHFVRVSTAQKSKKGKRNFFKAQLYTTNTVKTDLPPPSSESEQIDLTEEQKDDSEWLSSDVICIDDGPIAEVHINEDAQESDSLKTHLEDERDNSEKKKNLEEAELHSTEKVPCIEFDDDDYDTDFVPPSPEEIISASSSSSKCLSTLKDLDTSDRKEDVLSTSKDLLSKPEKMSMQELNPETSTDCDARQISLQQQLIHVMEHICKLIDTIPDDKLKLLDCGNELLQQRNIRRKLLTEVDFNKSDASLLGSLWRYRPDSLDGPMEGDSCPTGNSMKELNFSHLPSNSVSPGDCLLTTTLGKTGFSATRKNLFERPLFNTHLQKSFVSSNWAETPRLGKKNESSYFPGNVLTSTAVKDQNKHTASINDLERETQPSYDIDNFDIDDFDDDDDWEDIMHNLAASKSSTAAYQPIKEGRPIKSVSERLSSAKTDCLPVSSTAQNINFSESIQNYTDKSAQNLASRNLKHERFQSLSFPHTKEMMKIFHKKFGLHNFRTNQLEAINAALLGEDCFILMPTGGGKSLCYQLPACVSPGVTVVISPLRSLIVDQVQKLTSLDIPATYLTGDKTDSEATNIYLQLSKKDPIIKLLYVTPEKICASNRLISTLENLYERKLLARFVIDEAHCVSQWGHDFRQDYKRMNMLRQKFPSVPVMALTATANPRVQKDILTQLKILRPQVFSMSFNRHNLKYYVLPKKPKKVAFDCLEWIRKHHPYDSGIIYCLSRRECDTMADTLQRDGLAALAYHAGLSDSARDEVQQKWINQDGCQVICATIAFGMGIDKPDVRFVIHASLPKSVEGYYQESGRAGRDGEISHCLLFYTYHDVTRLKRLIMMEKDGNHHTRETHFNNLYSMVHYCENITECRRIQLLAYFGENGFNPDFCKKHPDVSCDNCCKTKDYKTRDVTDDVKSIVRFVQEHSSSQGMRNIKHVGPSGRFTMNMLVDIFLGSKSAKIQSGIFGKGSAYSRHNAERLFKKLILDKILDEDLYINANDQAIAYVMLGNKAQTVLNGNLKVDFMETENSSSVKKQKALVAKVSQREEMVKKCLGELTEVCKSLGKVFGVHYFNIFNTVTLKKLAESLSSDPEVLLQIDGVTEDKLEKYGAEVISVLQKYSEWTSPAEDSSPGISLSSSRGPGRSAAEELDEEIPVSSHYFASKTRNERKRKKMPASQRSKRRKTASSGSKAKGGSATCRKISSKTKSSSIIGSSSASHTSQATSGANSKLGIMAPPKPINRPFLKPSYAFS
# * = called active by the depositor; u = inconclusive; x = no result given; & = joins results of further samples; [ ] = another dose, or the depositor's remark. The call rests on the fitted dose curve; in most records, active means well fitted curve in the direction sought with a large enough effect; inconclusive means small, poorly fitted or top-dose-only effect, or another doubt; inactive means no such curve, though single readings can be large; an effect the other way counts as inactive or inconclusive. Potency means the concentration at half of the fitted maximal effect. A portion of the library; count on the stated rates, not on these rows.
SMILES,Pol beta inh,Apoferritin bind,G9a inh,POLK inh,Pol iota inh,POLH inh,APE1 inh,BAZ2B block,BLM helicase inh
CCC(CC)C(=O)N1c2ccc(F)cc2CCC1C (configuration not stated),-14%,-15%,u,-6%,-7%,14%,4%,6%,0%
O=C(Nc1nc2ccccc2s1)c1cc(-c2ccco2)nc2ccccc12,0%,53%[activator],u,-5%,u,u,5%,-32%,4%
O=C(C[C@@H]1C/C=C\CC[C@H](Cc2ccc(F)cc2)C(=O)OC[C@@H](Cc2ccccc2)NC1=O)NCCO,x,x,x,6%,31%[activator],-18%,-3%,x,x
Cc1ccc(S(=O)(=O)N2CCC(C(=O)OCC(=O)N3CC(=O)Nc4ccccc43)CC2)cc1,0%,-23%,6%[59 µM],1%,-6%,-11%,2%,11%,-3%
CCCc1ccc(OCc2ccc(C(=O)Nc3ccccc3C(=O)OC)o2)cc1,u,-6%,65%[activator][59 µM],-4%,11%,-26%,x,11%,-6%
O=C(C[C@@H]1C/C=C\CC[C@@H](Cc2ccc(F)cc2)C(=O)OC[C@@H](Cc2ccccc2)NC1=O)NCCO,x,x,x,-6%,18%,-10%,8%,x,x
COc1ccc(C2=NOC(C(=O)N3CCN(c4ccccc4OC)CC3)C2)cc1 (configuration not stated),-4%,-2%,13%,9%,-16%,-10%,1%,6%,2%
COc1ccc(-c2cnnc(N/N=C/c3c(C)nn(-c4ccccc4)c3Cl)n2)cc1,3%,-7%,4%[59 µM],-16%,0%,-10%,2%,-24%,-14%
Cc1nc2nc(C)c(CCC(=O)N3CCN(c4ccccn4)CC3)c(C)n2n1,25%,-10%,-6%,-15%,3%[58.9 µM],-3%,-4%,1%,0%
O=C(O)c1cc(N(Cc2ccccc2O)Cc2cc(O)ccc2O)ccc1O,x,16%&61%&31%,2.2µM*,11µM*,x,x,u,x,0%&-5%
CC(=O)Nc1ccc(S(=O)(=O)N2CCC(C(=O)N[C@@H](Cc3ccccc3)C(=O)O)CC2)cc1,40%,-2%,14%,-11%,-16%,1%,32%,-1%,-2%
Cc1ccc(NC(=O)CN(C)S(=O)(=O)c2ccc3c(c2)n(C)c(=O)c(=O)n3C)c(C)c1,25%&34%,-6%&0%,3%,9%&-12%,-2%&-1%,-18%&-15%,20%,-18%&-26%,-1%&0%

# As a short view, part of the list above.
SMILES,Pol beta inh,Apoferritin bind,G9a inh,POLK inh,Pol iota inh,POLH inh,APE1 inh,BAZ2B block,BLM helicase inh
CCC(CC)C(=O)N1c2ccc(F)cc2CCC1C (configuration not stated),-14%,-15%,u,-6%,-7%,14%,4%,6%,0%
O=C(Nc1nc2ccccc2s1)c1cc(-c2ccco2)nc2ccccc12,0%,53%[activator],u,-5%,u,u,5%,-32%,4%
O=C(C[C@@H]1C/C=C\CC[C@H](Cc2ccc(F)cc2)C(=O)OC[C@@H](Cc2ccccc2)NC1=O)NCCO,x,x,x,6%,31%[activator],-18%,-3%,x,x
Cc1ccc(S(=O)(=O)N2CCC(C(=O)OCC(=O)N3CC(=O)Nc4ccccc43)CC2)cc1,0%,-23%,6%[59 µM],1%,-6%,-11%,2%,11%,-3%

# Retrieved by structure from the list above, 5 records:
SMILES,Pol beta inh,Apoferritin bind,G9a inh,POLK inh,Pol iota inh,POLH inh,APE1 inh,BAZ2B block,BLM helicase inh
CCCc1ccc(OCc2ccc(C(=O)Nc3ccccc3C(=O)OC)o2)cc1,u,-6%,65%[activator][59 µM],-4%,11%,-26%,x,11%,-6%
O=C(O)c1cc(N(Cc2ccccc2O)Cc2cc(O)ccc2O)ccc1O,x,16%&61%&31%,2.2µM*,11µM*,x,x,u,x,0%&-5%
O=C(C[C@@H]1C/C=C\CC[C@H](Cc2ccc(F)cc2)C(=O)OC[C@@H](Cc2ccccc2)NC1=O)NCCO,x,x,x,6%,31%[activator],-18%,-3%,x,x
O=C(Nc1nc2ccccc2s1)c1cc(-c2ccco2)nc2ccccc12,0%,53%[activator],u,-5%,u,u,5%,-32%,4%
Cc1ccc(NC(=O)CN(C)S(=O)(=O)c2ccc3c(c2)n(C)c(=O)c(=O)n3C)c(C)c1,25%&34%,-6%&0%,3%,9%&-12%,-2%&-1%,-18%&-15%,20%,-18%&-26%,-1%&0%

# (cont.)
SMILES,Pol beta inh,Apoferritin bind,G9a inh,POLK inh,Pol iota inh,POLH inh,APE1 inh,BAZ2B block,BLM helicase inh
O=C(CSc1nnnn1C1CCCC1)NCc1cccs1,22%,-2%,x,3%,u,-4%,12%,5%,-3%
COc1ccc(C/C(C)=N/NC(=S)Nc2ccc(Cl)cc2)cc1,16%,6%,7.1µM*,-13%,-9%,-14%,5%,-34%,-2%
Cc1ccc(S(=O)(=O)Nc2cccc(C(=O)N3CCOCC3)c2)cc1,42%,-10%,27%,-4%,2%,-2%,2%,2%,1%
CC(OC(=O)c1ccc(-c2ccc(O)cc2)cc1)C(=O)NC1CCCCC1C (configuration not stated),x,x,5%[0.501 µM],-9%,5%,-9%,-10%,-6%,x
CCN(C(=O)CN1CCN(Cc2ccccc2)CC1)c1c(N)n(Cc2ccccc2)c(=O)[nH]c1=O,2%,0%,-4%,-1%,105%[activator],1%,-6%,-12%,-1%
Cc1ccc(N2C(=O)CC(C3CCCO3)C2=O)cc1 (configuration not stated),1%,u,-11%[12.7 µM],-2%,0%,-10%,-2%,11%,-1%
O=C(/C=C/c1c[nH]c2ccccc12)c1cccc2ccccc12,6%,6%,3%[12.7 µM],-3%,22%,u,-6%,u,-8%
C=CCNCCOc1c(C)cc(C)cc1Cl,u,2%,-8%[59 µM],-14%,7%,-5%,8%,8%,4%
CCC(C)(C)NC(=O)CN(Cc1cccs1)C(=O)C(=O)Nc1ccc2c(c1)OCCO2,37%,-16%,-1%[59 µM],-9%,8%,-10%,-1%,8%,3%
CCOC(=O)CCC(=O)Nc1nnc2n1CCS2,-11%,-6%,13µM*,-5%[60.1 µM],22%,-8%,x,u,-1%
c1ccc(-c2nnsc2-c2nc3ccccc3[nH]2)cc1,-17%,-3%,u,-4%,89%[activator],-12%,-1%,-2%,-8%
CCn1c(=NC(=O)c2ccc(S(=O)(=O)N3CCCC3)cc2)sc2cc(Br)ccc21,34%,5%,9%[59 µM],-6%,-13%,-4%,x,-4%,-3%
O[C@@H]1COC2[C@@H](O)CO[C@@H]21 (some centres not stated),x,5%,x,-14%[12 µM],x,x,-1%,x,1%
COc1ccc([N+](=O)[O-])cc1NC(=O)C(C)N1CCCC1 (configuration not stated),99%,-1%,-9%,-18%,35%[activator],-3%,12%,3%,-1%
Cc1noc(C)c1S(=O)(=O)N1CCN(S(=O)(=O)c2ccccc2C#N)CC1,1%,-4%,22%,-20%,47%[activator],-15%,0%,2%,-5%
CCCCCc1nnc(NC(=O)c2ccc(N3CCCC3=O)cc2)s1,x,x,-48%[0.501 µM],-8%,25%,-3%,-17%,8%,x
CCN(CC(=O)NC1CCCC1)S(=O)(=O)c1ccc(Br)cc1,60%,-2%,x,-8%,27%,-3%,-7%,1%,1%
CCOc1ccc(S(=O)(=O)N2CCC(C(=O)NCCN3CCOCC3)CC2)cc1C,26%,2%,0%,9%,75%[activator],-23%,7%,0%,-5%
CCCc1cc(C(=O)NNC(=S)NCc2ccccc2)cs1,-2%,u,-40%[59 µM],-14%,14%[58.9 µM],-9%,0%,-22%,-6%
Cc1c(N2C(=O)C3C4C=CC(C5CC45)C3C2=O)c(=O)n(-c2ccccc2)n1C (configuration not stated),-1%,0%,27%,6%,-14%,-1%,0%,1%,-5%
Cc1cc(C)cc(C(=O)NC(CC(N)=O)c2ccc(N3CCCCCC3)c([N+](=O)[O-])c2)c1 (configuration not stated),-1%,u,x,-1%,33%[activator],-20%,-12%,u,-4%
O=C(CN(c1ccc(Br)cc1)S(=O)(=O)c1ccc(Cl)c([N+](=O)[O-])c1)NCCc1ccccc1,2%,-13%,-26%,-1%,147%[activator],-14%,3%,-26%,-2%
CCCCSc1nnc2n(-c3cccc(C)c3)c(=O)c3c4c(sc3n12)CCCC4,4%,34%[activator],-12%[59 µM],-15%,16%,0%,x,-1%,-7%
CCCC(=O)Nc1ccc2c(c1)C(=O)NC2=O,-20%,15%,-7%[59 µM],-7%,14%,-24%,0%,6%,-1%
Cc1cccc(C)c1C(OCCN(C)C)C1CCCCC1 (configuration not stated),2%,-11%,10µM*,0%,12%,-15%,3%,u,-10%
Cc1ccc(S(=O)(=O)C2C(=O)N(C)C3(C)CC2c2ccccc2O3)cc1 (configuration not stated),21%,5%,6%,2%,-5%,-25%,5%,5%,3%
O=C(Cn1c(=O)n(CCc2ccccc2)c(=O)c2cccnc21)Nc1ccc(F)cc1,0%,5%,5%[59 µM],-1%,6%,-5%,x,5%,-5%
CCCOC1CCCN(C(=O)CCc2nnc(CCCCc3ccccc3)o2)C1 (configuration not stated),29%,u,x,-7%,19%,-9%,12%,8%,-3%
